# Hsp70 act = Hsp70 transcriptional activators, primary screen, cell-based, HeLa, Hsp70 promoter luciferase, luminescence, 10 µM | HeLa Hsp70 promoter luciferase reporter; scaled: vehicle 0, proteasome-inhibitor control 100% | activation, % at 10 µM | hit rate 0.04% among 200,000 | AID 1203, 2008;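 active means activation above the mean across all tested compounds plus 3 SD, cutoff set per campaign, cut at about 5.5% in these data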;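 further: 100% = MG132 at 30 µM as the positive control and 0% = DMSO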
# S1P3 antagonist = S1P3 receptor antagonists, primary screen, cell-based; CHO S1P3 NFAT-BLA reporter, FRET fluorescence, antagonist mode; inhibition, % at 4.98 µM; hit rate 0.27% among 170,000; Sphingosine 1-phosphate receptor 3 (Homo sapiens), Q99500; AID 485, 2006;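 active means inhibition above the plate cutoff, the mean inhibition of test wells on that plate plus 3 SD, cut at about 28% in these data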;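 further: cells challenged with S1P at its EC80 of 0.8 µM; blue over green emission ratio from cleaved BLA substrate after 4 h stimulation; 0% = S1P-stimulated wells and 100% = unstimulated DMSO-only wells; some compounds past the cut are filed as inactive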
# Target sequence (Q99500 whole entry, looked up): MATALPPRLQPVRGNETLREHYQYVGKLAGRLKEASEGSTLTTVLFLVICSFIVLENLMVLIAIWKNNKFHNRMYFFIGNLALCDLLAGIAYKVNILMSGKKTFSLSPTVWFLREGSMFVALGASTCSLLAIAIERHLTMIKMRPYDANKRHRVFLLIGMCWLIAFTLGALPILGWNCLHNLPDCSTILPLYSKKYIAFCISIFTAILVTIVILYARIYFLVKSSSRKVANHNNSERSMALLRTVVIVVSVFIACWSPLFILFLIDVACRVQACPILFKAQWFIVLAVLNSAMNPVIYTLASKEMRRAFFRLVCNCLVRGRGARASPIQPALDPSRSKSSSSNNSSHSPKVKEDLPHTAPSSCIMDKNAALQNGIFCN
# PMI act satM6P = human PMI activators, high substrate, primary screen, biochemical, fluorescence intensity, near-saturating mannose 6-phosphate; Mannose-6-phosphate isomerase (Homo sapiens), P34949; coupled PMI enzyme assay, resazurin fluorescence, 20 min; hits give high values; 1 = untreated enzyme, 0 = substrate-free blank; activation factor at 20 µM; hit rate 0.34% among 190,000;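 active means activation factor of 2 or more at 20 µM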
# Target sequence (P34949 whole entry, looked up): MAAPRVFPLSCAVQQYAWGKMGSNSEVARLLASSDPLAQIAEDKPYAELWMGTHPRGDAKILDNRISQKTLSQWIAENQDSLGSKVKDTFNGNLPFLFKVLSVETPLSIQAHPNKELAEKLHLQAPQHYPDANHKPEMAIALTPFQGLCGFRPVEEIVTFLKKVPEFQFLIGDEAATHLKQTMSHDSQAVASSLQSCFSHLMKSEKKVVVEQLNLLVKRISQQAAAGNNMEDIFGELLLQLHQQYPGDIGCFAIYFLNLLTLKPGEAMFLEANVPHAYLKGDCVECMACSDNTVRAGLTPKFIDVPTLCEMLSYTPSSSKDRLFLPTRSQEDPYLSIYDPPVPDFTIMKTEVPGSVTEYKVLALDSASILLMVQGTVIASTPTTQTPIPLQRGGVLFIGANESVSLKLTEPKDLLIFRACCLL
#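 Test system: human phosphomannose isomerase with PGI, G6PDH, diaphorase coupling enzymes; Amount: PMI at 15 ng/mL final; Reagent: Mannose-6-phosphate 1.0 mM (near-saturating) plus 0.22 mM NADP+; Timing: 20 min, room temperature; Technique: resorufin fluorescence at Ex 544/Em 590 nm; Dosing: 20 µM single dose.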
# L major viab = Leishmania major promastigote growth inhibition, primary screen; Leishmania major promastigotes, resazurin fluorescence viability; hit rate 9% among 200,000; inhibition, % at 10 µM;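 further: promastigotes grown with compound for 44 hours at 28 °C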
# RAM inhibit = inhibitors of the yeast RAM network, primary screen, dse1pr::URA3 reporter, 5-FOA selection | S. cerevisiae dse1pr::URA3 reporter, 5-FOA growth OD615, 2 d; analog-sensitive cbk1-as2 kinase mutant strain | inhibition, % at 50 µM | hit rate 1.8% among 190,000;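 active means inhibition above a set limit, 3 SD over mean compound inhibition, cut at about 8.4% in these data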;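 further: 0% = DMSO-only wells with no growth and 100% = 10 µM 1-NA-PP1 full growth; inhibition rescues growth on 5-FOA so higher OD means more RAM inhibition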
# DTT redox prof = compounds producing H2O2 with reducing agent – biochemical, NIH compound library profiling, artefact control for MLSCN library redox annotation, primary screen | DTT-dependent redox cycling H2O2, phenol red/HRP absorbance; 100% = 100 µM peroxide control, 0% = buffer | activation, % at 10 µM | hit rate 0.03% among 200,000;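 active means activation of at least 50% relative to the plate's high and low controls in the primary single-dose screen; inactive means activation below 50%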;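 further: compound incubated with DTT at 0.8 mM final as the reducing agent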
# Diaphorase inh = diaphorase inhibitors and chemical oxidizers, primary screen, counter-screen for diaphorase-coupled primary assays, biochemical, uHTS, resorufin fluorescence. diaphorase resazurin-to-resorufin fluorescence, NADH, 16 min; bacterial (C. kluyveri) enzyme, not human. inhibition, % at 20 µM. hit rate 0.69% among 190,000. AID 1217, 2008;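 active means primary screen inhibition at 20 µM above a set limit, cut at about 50% in these data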;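 further: plate controls were DMSO with full reaction for no effect and wells lacking NADH for full effect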
#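 material = Clostridium kluyveri diaphorase enzyme | amount = 0.14 U/mL diaphorase, enzyme working solution | schedule = incubation 16 min, room temperature | detection = fluorescence of resorufin formed from resazurin, Ex 544/Em 590 nm | benchmarks = positive control minus NADH, DMSO neutral control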
# G6PDH CS = L. mesenteroides G6PDH inhibitors, counter-screen for G6PDH-coupled screening assays, biochemical, Leuconostoc mesenteroides enzyme | glucose-6-phosphate dehydrogenase [Leuconostoc mesenteroides] | Purified L. mesenteroides G6PDH, diaphorase/resazurin coupled fluorescence, 45 min | inhibition, % at 5 µM | hit rate 0.12% among 200,000 | AID 1020, 2008
# TLR4-MyD88 BLA = inhibitors of TLR4-MyD88 association in cells, primary screen, cell-based, HeLa CL3-4, BLA complementation, FRET ratio | Toll-like receptor 4 (Homo sapiens) + Myeloid differentiation primary response protein … | HeLa CL3-4 TLR4/MyD88 BLA complementation | inhibition, % at 8.4 µM | hit rate 0.18% among 200,000 | AID 861, 2007; in the data active means inhibition above about 25%;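 further: 0% = vehicle and 100% = reference inhibitor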
# Diaph act CS = compounds boosting diaphorase resazurin reduction – biochemical, uHTS, resorufin fluorescence, counter-screen for diaphorase-coupled primary assays, primary screen; Diaphorase/resazurin coupled assay, 16 min; hits give high values; 1 = vehicle wells, 0 = NADH-free wells; activation factor at 20 µM; hit rate 0.005% among 190,000;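 active means diaphorase activity raised at least twofold by the compound at 20 µM; inactive means activation factor below 2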
#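 test system = bacterial diaphorase enzyme (C. kluyveri) | quantity = enzyme 0.07 U/mL final | reagent = NADH substrate 0.114 mM plus resazurin dye 0.1 mM, final | incubation = 16 min enzyme reaction, ambient temperature | buffer or medium = HEPES pH 7.4 buffer with MgCl2 and Tween 20 | signal = fluorescence of resorufin, 544 nm excitation, 590 nm emission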
# PMI activator = activators of human PMI, primary screen, biochemical, fluorescence intensity, near-Km mannose 6-phosphate. Mannose-6-phosphate isomerase (Homo sapiens), P34949. purified human PMI, coupled resazurin fluorescence, 20 min; hits give high values; 1 = vehicle control, 0 substrate-free wells. activation factor at 20 µM. hit rate 0.005% among 190,000;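 active means activation factor of 2 or more at 20 µM, relative to plate controls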
# An asterisk follows results filed as active; x = not tested or not shown. Unless noted, no stated cut-off is given here; in the data, active means inhibition above about 50%; inactive means the rest.
compound	PMI activator	L major viab	Diaph act CS	Hsp70 act	S1P3 antagonist	Diaphorase inh	TLR4-MyD88 BLA	RAM inhibit	G6PDH CS	DTT redox prof	PMI act satM6P
COC(=O)[C@H](CCSC)NC(=O)Nc1ccc(OC)c(Cl)c1	1	8	1.1	-0.2	-26	-6	10	0.3	5	2.0	1.1
O=C1COCCOCCOCC(=O)NCCN1	0.9	-2	1	0.1	4	3	2	1.9	0	-0.5	0.9
COc1ccc(-c2c(C)c3ccc(OCC(C)=O)cc3oc2=O)cc1	1.1	6	0.8	0.0	-18	21	-9	1.6	2	1.1	1
S=C(NCCc1cnc[nH]1)NC1CCCC1	1.1	-6	0.9	-0.4	-8	6	-12	2.5	3	-0.6	1
COc1ccc(-c2nn(-c3ccccc3F)cc2CNCCn2nc(C)cc2C)cc1	0.9	34	0.9	-0.4	-10	7	-1	-0.1	6	-0.4	1
Cc1cc(NC(=O)CCC(=O)N(c2cccnc2)C(C(=O)NC2CCCC2)c2ccccc2F)no1 (stereo unspecified)	1	-4	0.9	-0.3	-1	14	-3	0.5	12	1.5	1
O=C(OCC(=O)N1CCN(C(=O)c2ccco2)CC1)c1ccccc1OCc1ccccc1	1	-8	0.8	0.7	x	20	-15	0.3	6	-0.5	0.9
Cc1cc(C)n(-c2nnc(C)n2/N=C/c2ccccc2OCc2ccccc2Cl)n1	1	29	0.8	-0.2	37	19	-1	-0.5	4	1.3	1
O=C(Nc1ccncc1)C1CCCN(S(=O)(=O)c2cccc3cccnc23)C1 (stereo unspecified)	0.9	1	0.9	0.0	2	9	-6	1.1	-6	-0.6	0.9
O=C(CN1C(=O)NC2(CCCc3ccccc32)C1=O)Nc1cccc(S(=O)(=O)N2CCCCC2)c1 (stereo unspecified)	0.8	-4	0.7	-0.3	-6	26	16	8.1	2	0.3	0.9
CN(NC(=O)Nc1ccc(Cl)cc1)c1c(Cl)c(Cl)nn1C	1.1	-6	0.9	0.0	-19	8	-2	2.1	10	-0.1	1
Cc1cc(C)c(C(N)=O)c(Cl)n1	1	-13	1	-0.3	-6	2	-4	-0.5	14	-2.4	0.9
C=CCSc1nc2c(c(=N)n1CC=C)C1CCCC1S2 (stereo unspecified)	0.9	4	1	0.0	11	-1	-13	3.8	6	0.0	0.9
Cc1ccc2nc(-c3ccc(S(=O)(=O)N4CCCCC4)cc3)cn2c1	1	10	0.8	-0.4	-2	18	-2	1.7	15	-0.4	1
CCNC(=O)c1c(O)c2cccc3c2n(c1=O)CC3	1	-1	1	0.1	x	2	0	-1.1	7	-0.6	1
Cc1cc(C)n(-c2cc(N3CCOCC3)nc(-c3ccccc3)n2)n1	0.9	-5	0.9	-0.1	-12	10	2	2.9	-35	1.2	0.9
COc1ccccc1CNC(=O)c1ccc2nc3[nH]c4ccccc4c3nc2c1	0.9	3	0.9	-0.1	2	11	-4	1.4	-43	0.4	0.9
O=C(O)CCc1nn2c3ccccc3n(CC(=O)c3cccs3)c2nc1=O	1.2	-4	1	-0.2	-18	1	-3	6.0	11	-0.1	1.2
COc1cccc(S(=O)(=O)Nc2ccc3sc(C)nc3c2)c1	1.1	0	0.9	-0.4	x	14	-3	1.1	-3	-0.1	1.2
Cc1cccc(N2CC(O)=C(c3nc4ccccc4n3C)C2=N)c1	0.9	-4	0.8	-0.1	x	19	-8	1.4	7	3.3	0.9
CC(/C=N\NC(=O)CN1CCN(S(=O)(=O)c2ccc(C)cc2)CC1)=C\c1ccccc1	0.9	13	0.8	-0.4	-9	24	-6	3.9	-46	-0.1	0.9
CCOC(=O)C(NC(=O)c1ccc(F)cc1)(Nc1sc2c(c1C(N)=O)CCC2)C(F)(F)F (stereo unspecified)	1.1	74*	0.9	0.0	-58	14	-11	-0.4	8	-0.2	0.9
Cc1ccc2oc(=O)c(/C=C(\O)c3ccccc3)nc2c1	1.1	0	0.9	0.5	-5	12	-23	-0.1	12	-0.9	1
O=C1c2ccccc2C(=O)N1CC1=CCS(=O)(=O)C1	1	-3	0.8	-0.1	-25	23	-2	2.5	-2	2.0	0.9
CCN(CC)CCCNC(=O)c1cc(-c2ccc(O)cc2)on1	1	-7	0.9	-0.2	-24	6	-11	0.2	3	-0.6	1
COc1ccc([C@H]2[C@H](C(=O)C(C)(C)C)N3N=Cc4ccccc4C3[C@]23N=C(c2ccccc2)OC3=O)cc1 (stereo partly specified)	0.9	-4	0.8	-0.2	x	24	-8	3.4	16	1.9	0.8
CC(C)NC(=O)CCCc1ccccc1	1	0	0.9	0.8	7	14	5	-0.2	0	-0.5	1
CCCC(=O)n1nc(-c2cccnc2)nc1NCc1ccc(OC)cc1	0.1	-7	0.9	-0.3	-5	12	-3	-1.3	8	-0.2	0.9
COc1ccc([N+](=O)[O-])cc1NC1C2CC3CC(C2)CC1C3 (stereo unspecified)	0.9	7	0.8	-0.2	x	16	3	2.2	2	-3.6	0.9
Cc1ccc(CN2C3=NCCN3c3ccccc32)cc1	1	18	1	-0.2	-14	1	11	4.5	12	-0.2	1
CC(C)(C)c1nc2ccccc2c2nnc(SCC(=O)NCc3ccco3)n12	0.9	10	0.8	0.0	4	24	12	-0.1	4	1.4	0.9
COc1ccc(-c2[nH]nc(-c3ccccc3)c2-c2nc3ccccc3[nH]2)cc1	0.9	2	0.9	-0.4	x	11	-3	2.4	7	1.1	0.9
N#Cc1c(-c2ccccc2)cc2nc3ccccc3n2c1N	0.9	27	0.9	0.1	5	10	-6	1.8	-35	1.8	1
Cc1ccc(C)c(OCCN2C(=O)NC3(CCc4ccccc4C3)C2=O)c1 (stereo unspecified)	0.9	3	1	-0.3	-26	-1	1	1.6	-4	-0.7	1.1
CCc1nnc(NC(=O)Cc2ccc(Br)cc2)s1	0.9	0	1	2.9	-10	3	3	-0.5	8	0.4	0.9
CCOC(=O)C(NC(=O)c1cccc(Cl)c1)(Nc1sc2c(c1C(N)=O)CCC2)C(F)(F)F (stereo unspecified)	0.9	26	0.9	-0.3	6	11	0	1.2	-8	0.3	1
Cc1ccc(C(=O)NCC(=O)NCC(=O)OCC(=O)c2ccc(F)cc2)cc1	1	-3	1	-0.1	-8	3	0	2.6	-3	-0.1	1.1
COc1ccccc1NC(=O)Nc1ccc2c(c1)nc(C)n2C	0.9	-5	1	-0.1	-6	2	-14	0.9	5	0.6	1
CCS(=O)(=O)c1c([N+](=O)[O-])ncn1C	1	48	0.9	-0.2	2	9	5	1.6	2	-0.4	1
O=C(Cn1cncn1)NCc1ccc(Cl)cc1	1	-7	0.9	-0.2	-1	8	3	0.0	6	-0.4	1.1
C=CCNc1ncnc2c1cnn2-c1cccc(C)c1	0.9	7	0.9	-0.1	-2	14	5	-0.6	16	-0.3	0.9
CCOC(=O)C(NC(=O)c1ccccc1Cl)(Nc1ccc(C)c(C)c1)C(F)(F)F (stereo unspecified)	0.9	-2	0.8	-0.5	4	19	3	1.8	0	-0.5	0.8
COCCCNC(=O)c1cc2c(-c3ccc(Cl)cc3)nn(C)c2s1	1	-4	0.8	0.1	9	18	0	4.7	6	-3.3	1
CCOC(=O)C1CCCN(Cc2cc(Br)c(OC)cc2OC)C1 (stereo unspecified)	0.9	-2	0.9	0.1	3	10	-1	-0.3	24	0.5	0.9
CCOC(=O)CNC(=O)CSc1nnc(SCC(=O)NCC(=O)OCC)s1	1.1	-7	0.9	-0.3	-10	7	-12	1.1	9	2.5	1.1
O=C(NC1CCCCC1)C1CC(=O)N(c2cccc([N+](=O)[O-])c2)C1 (stereo unspecified)	1.1	4	0.9	0.5	-6	7	3	0.3	3	-0.2	1
Nc1[nH]n2c(=O)c3c(nc2c1N=Nc1ccc(Cl)cc1)CCCC3	1	79*	0.8	0.2	x	18	0	3.1	11	2.4	0.9
OCc1nnc2c3ccccc3c(-c3ccccc3)nn12	0.9	0	0.8	-0.4	x	23	12	4.3	2	0.1	0.9
O=C(Nc1cccc(C(=O)O)c1)/C(=C\c1ccc2c(c1)OCO2)NC(=O)c1ccc(Br)o1	1.2	0	0.9	-0.2	-4	7	6	0.6	7	-0.8	1.2
COc1ccc(NC(=S)NCCc2ccc(S(N)(=O)=O)cc2)c(OC)c1	1	-2	0.9	-0.3	-9	11	9	0.0	1	-0.4	1
CN(C)c1ccc(C(=O)OCC(=O)NCC2CCCO2)cc1 (stereo unspecified)	1	-5	0.9	-0.3	x	13	-2	0.8	5	0.1	1.1
COC(=O)c1cn(NC(=O)c2cc([N+](=O)[O-])ccc2F)c(=O)c2ccccc12	1	-13	0.8	0.0	-10	21	-14	3.5	1	-0.9	0.9
Cc1cc(NC(=O)CN(C)CCOc2ccccc2)ccc1Br	1	-2	0.8	-0.3	-15	18	-4	1.0	7	-1.6	1.1
CCN(CC)c1ccc(NC(=O)/C=C/c2cc(Br)ccc2OC)cc1	0.9	9	1	-0.3	x	1	-3	0.6	3	2.3	1.1
C#CCOC(=O)CCCC(=O)Nc1ccccc1OC	1	-7	0.9	0.0	-13	15	-2	3.0	0	-0.8	1
